Cardio protect: myocardial damage modulation in H9c2 cells | 360,000 compounds, 0.63% hits | H9c2 cardiomyocytes, H2O2 injury protection, ATPLite, 2 h | protection from H2O2 cell death, % at 20 µM;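 active = compounds giving at least 50% protection of heart cells from peroxide-induced death in the single-dose screen, raw or plate-pattern-corrected value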;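 note: 0% = DMSO wells with peroxide and 100% = DMSO wells without peroxide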
N-glyco inh: blocks N-linked glycosylation in D54 reporter cells; AID 588692; 360,000 compounds, 0.23% hits; reporter increase, % at 12.5 µM; D54 ERlucT glycosylation luciferase reporter, 24 h; percent of 100 nM tunicamycin response;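 active = mean luciferase reporter signal, scaled so untreated is 0 and the glycosylation-blocking control 100, at or above a set limit in every replicate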;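 note: luciferase carries N-glycosylation sites so blocking glycosylation raises the light; 0% = median of neutral control wells and 100% = median of 100 nM tunicamycin wells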
MC4R ag barr: agonists of human melanocortin 4 receptor (MC4R) beta-arrestin; U2OS MC4R beta-arrestin complementation, luminescence; percent of melanotan II response, DMSO zero; activation, % at 8.9 µM; 360,000 compounds, 0.98% hits; AID 540308;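 active = activation above a per-plate cutoff, the mean activation of sample wells on that plate plus 3 SD, cut at about 8% in these data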
Target sequence (P32245 whole entry, looked up): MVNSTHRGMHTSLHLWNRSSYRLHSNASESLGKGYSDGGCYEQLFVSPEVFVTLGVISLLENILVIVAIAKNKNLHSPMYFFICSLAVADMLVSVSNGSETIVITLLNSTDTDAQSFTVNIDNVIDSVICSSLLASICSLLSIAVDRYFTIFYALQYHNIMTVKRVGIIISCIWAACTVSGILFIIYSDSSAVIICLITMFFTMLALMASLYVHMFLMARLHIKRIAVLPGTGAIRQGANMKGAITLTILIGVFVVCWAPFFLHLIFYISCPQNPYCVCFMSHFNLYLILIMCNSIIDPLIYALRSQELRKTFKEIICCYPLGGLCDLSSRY
MC4R antagonist: blocks human MC4R cAMP signaling | P32245 | AID 540295 | 360,000 compounds, 0.48% hits | inhibition, % at 6.5 µM | MC4R-expressing cells, MTII-stimulated cAMP, LANCE TR-FRET;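 active = inhibition above its plate's cutoff, the mean of tested wells on that plate plus 3 SD, cut at about 29% in these data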;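 note: 0% = Melanotan II alone and 100% = Melanotan II plus saturating MCL0020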
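System: U2OS-MC4R stable cell line; Technique: Eu-cAMP/anti-cAMP TR-FRET, emission 671 nm; Repeats: single well per compound; Also added: Melanotan II; Dosing: one concentration, 6.5 µM nominal; Schedule: 30-min compound, 1-h challenge, 1-h detection, room temperature.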
ABCB6 inh 2: inhibitors of human ABC transporter ABCB6; Q9NP58; K562-ABCB6 porphyrin accumulation, flow cytometry, 1 h; stronger effect = lower value; fluorescence ratio to DMSO, % at 10 µM; 360,000 compounds, 0.19% hits;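 active = fluorescence ratio to DMSO below 75%, the collection mean minus 3 SD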;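 note: signal is porphyrin accumulated inside mitochondria; 100% equals median channel fluorescence of DMSO control wells; lower ratio means ABCB6 inhibition with less porphyrin fluorescence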
m5-HT2A agonist: mouse HTR2A agonism via beta-arrestin recruitment; 360,000 compounds, 0.66% hits; activation, % at 7.6 µM; AID 624169; CHO-K1 mHTR2A beta-arrestin complementation, luminescence; percent of 30 µM serotonin response;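 active = activation above a run cutoff, the mean activation of all tested compounds plus 3 SD, cut at about 14% in these data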;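 note: 0% = plate median of compound wells and 100% = 30 µM serotonin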
Target sequence (P35363 whole entry, looked up): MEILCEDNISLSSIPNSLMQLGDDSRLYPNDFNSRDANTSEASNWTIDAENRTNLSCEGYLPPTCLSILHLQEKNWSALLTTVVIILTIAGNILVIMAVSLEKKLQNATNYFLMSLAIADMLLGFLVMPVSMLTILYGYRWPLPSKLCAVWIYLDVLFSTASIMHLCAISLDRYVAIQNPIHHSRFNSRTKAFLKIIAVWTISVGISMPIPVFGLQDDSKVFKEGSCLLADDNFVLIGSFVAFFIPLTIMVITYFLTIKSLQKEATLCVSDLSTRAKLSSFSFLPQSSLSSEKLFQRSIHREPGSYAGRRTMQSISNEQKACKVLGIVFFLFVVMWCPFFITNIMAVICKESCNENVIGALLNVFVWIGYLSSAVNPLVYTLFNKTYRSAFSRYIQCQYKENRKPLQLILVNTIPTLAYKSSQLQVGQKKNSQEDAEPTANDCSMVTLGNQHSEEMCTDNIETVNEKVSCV
aDG glyco act: increases alpha dystroglycan glycosylation. Pro5-aDG cells, alpha-DG glycosylation AlphaScreen (IIH6); 0% Pro5, 100% B10-LARGE cell signal. AID 624168. activation, % at 10 µM. 360,000 compounds, 0.22% hits;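 active = activation of at least 8% versus controls, or a plate z-score of at least 8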;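 note: Pro5 are CHO cells carrying HIG-tagged alpha-DG that lacks glycosylation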
iPSC survival up: increases survival of single human iPS cells; survival enhancement, % at 20 µM; 360,000 compounds, 0.044% hits; AID 602274; hiPSC single-cell survival, ATPlite luminescence; 100% = ROCK inhibitor wells, 0% = DMSO; in the data active = survival enhancement above about 18%;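 note: cells exposed to compounds for 16 hours before the ATP read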
Exocytosis inh: lytic granule exocytosis inhibition; TALL-104 LAMP-1 surface exposure, flow cytometry; cells stimulated with thapsigargin and PMA; inhibition, % at 10 µM; 360,000 compounds, 0.66% hits;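 active = inhibition above about 55%, limit read from the data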
ABHD5-PLIN5 inh: ABHD5-PLIN5 protein interaction inhibition; Split G. princeps luciferase complementation, luminescence, 4 h; inhibition, % at 4 µM; 360,000 compounds, 0.78% hits; AID 602281;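 active = inhibition above the mean inhibition across every tested compound plus 3 SD, cut at about 22% in these data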;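 note: 0% = DMSO only wells and the 100% control is not disclosed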
Active calls of the source: *; nt = no result given.

SMILES | Cardio protect | N-glyco inh | MC4R ag barr | MC4R antagonist | ABCB6 inh 2 | m5-HT2A agonist | aDG glyco act | iPSC survival up | Exocytosis inh | ABHD5-PLIN5 inh
COC(=O)c1cc(S(=O)(=O)Nc2cc(S(=O)(=O)N(C)C)ccc2C)oc1C | -2 | 4 | -1.6 | 2 | 101 | -3 | -0.2 | 0.4 | -3 | 5
O=C1OC(c2ccccc2)c2ccc3ccccc3c21 (stereo not drawn) | 0 | -2 | 6.1 | -6 | 97 | 0 | 0.0 | -1.0 | -1 | 0
Cc1ccc(S(=O)(=O)N2CCOCC2)cc1NC(=O)COc1ccccc1Cc1ccccc1 | -5 | -3 | -1.4 | 5 | 92 | -8 | 0.6 | 1.4 | 0 | 6
CC(c1nccs1)N(C)C(=O)CCc1nnc(Cc2c[nH]c3ccccc23)o1 (stereo not drawn) | -1 | 1 | 0.2 | 3 | 93 | -4 | 0.1 | -0.1 | -1 | 2
COc1ccc2c(c1)c(C(C)=O)c(C)n2-c1ccccc1OC | 5 | -4 | -1.8 | 20 | 94 | 11 | -0.1 | -0.7 | -4 | 7
CCOC(=O)c1cc(NC(=O)OC)c(C)nc1C | 7 | 1 | 1.1 | 3 | 90 | -2 | 0.1 | -0.4 | -2 | -7
CC(=O)N1C(O)CC(C)N1c1ccccc1 (stereo not drawn) | 3 | -2 | -0.8 | 7 | 98 | -2 | -0.5 | 0.2 | -1 | -1
CN(C)CCCNC(=O)C[C@H]1C[C@H](C(=O)N2CCCCC2)[C@@]2(C)c3[nH]c4cc(CCC(=O)N(C)C)ccc4c3CCN2C1=O | 14 | 2 | -2.0 | 11 | 98 | 2 | 0.0 | 1.9 | -1 | 9
CSCC(NS(=O)(=O)c1ccc(C)cc1)C(=O)O (stereo not drawn) | -2 | 1 | 2.4 | 11 | 98 | 3 | 0.4 | 0.6 | 2 | -11
O=C(Nc1ccc2c(c1)OCO2)c1cnn2cccnc12 | -6 | -9 | -1.1 | -1 | 94 | 4 | -0.2 | -2.4 | -1 | -3
CCNC(=O)c1ccccc1NC(=O)c1cccc(S(=O)(=O)N2CCOCC2)c1 | 8 | 0 | -2.1 | -1 | 92 | -1 | -0.1 | 0.0 | 2 | -2
O=C(COC(=O)c1ccc2ncsc2c1)NCc1ccccc1Cl | -4 | 2 | -2.2 | 7 | 95 | 7 | -0.1 | -0.4 | 1 | 0
CC(=O)Nc1cccc(CCc2nc3ccccc3[nH]2)c1 | -8 | 1 | -0.4 | 6 | 98 | 3 | 0.1 | -0.5 | -12 | 2
CCOc1ccccc1N1CC(C(=O)Nc2ccc(S(=O)(=O)N3CCCCC3)cc2)CC1=O (stereo not drawn) | -4 | -1 | -1.7 | 3 | 92 | -1 | -0.1 | -0.6 | 2 | 3
CS(=O)(=O)N(CC(=O)Nc1ccc(F)cc1F)C1CCCCC1 | 2 | 0 | 0.6 | 6 | 100 | 0 | -0.2 | -0.1 | -6 | -1
CCCCCNC(=O)Cc1ccc(S(=O)(=O)N2CCOCC2)s1 | 10 | -1 | -3.8 | -6 | 104 | 2 | -0.4 | 0.2 | -1 | -4
CN(C)C(=S)NC(=S)Nc1ccc2ccccc2c1 | -6 | 1 | -3.0 | -2 | 95 | -11 | -0.4 | 2.5 | 53 | 6
O=S(=O)(CCN1CCCC1)NCCNS(=O)(=O)c1ccc(F)cc1Br | 0 | 1 | 0.0 | 4 | 101 | -4 | -0.1 | -2.7 | 3 | 0
CCOC(=O)C1CCN(c2ncnc3c2c(-c2ccccc2)cn3-c2ccccc2)CC1 | -10 | -5 | -2.1 | 6 | 95 | 1 | 1.8 | 0.0 | -8 | 0
COc1ccc(C(C(=O)NC(C)(C)C)n2c(=O)c(-c3cc4ccccc4[nH]3)nc3ccccc32)cc1 (stereo not drawn) | nt | nt | nt | nt | nt | 1 | 1.8 | nt | 1 | -2
CC(C)NC(=S)NN=C1CCCCCCCCCCC1 | -13 | -4 | -3.0 | 1 | 93 | -3 | 2.4 | -0.3 | 2 | -10
CCC(C)[C@H](NC(=O)N1CC(=O)Nc2ccccc21)C(=O)N[C@H](Cc1c[nH]c2ccccc12)C(=O)O (stereo partly drawn) | 0 | -6 | -1.9 | -1 | 98 | -2 | 0.1 | 2.4 | -2 | -1
COCC(C)NC(=O)C(C)Oc1ccccc1 (stereo not drawn) | 6 | -2 | -1.1 | 0 | 94 | 3 | 0.0 | -0.1 | 2 | 1
O=C(Nc1ccc(NC(=O)c2ccco2)nc1)c1ccccn1 | -23 | -7 | -1.4 | 6 | 100 | -4 | 0.2 | -3.4 | 9 | 1
COCC(C)NC(=O)c1cccc([N+](=O)[O-])c1 (stereo not drawn) | 13 | 0 | -4.0 | 16 | 97 | 1 | -0.1 | 1.6 | 2 | 2
SMILES | Cardio protect | N-glyco inh | MC4R ag barr | MC4R antagonist | ABCB6 inh 2 | m5-HT2A agonist | aDG glyco act | iPSC survival up | Exocytosis inh | ABHD5-PLIN5 inh
Cc1cc(C(=O)COC(=O)c2cc(O)c3ccccc3c2O)c(C)n1CC1CCCO1 (stereo not drawn) | -20 | 4 | 0.1 | 0 | 117 | 5 | 0.1 | -0.5 | 45 | 1
Cc1ccccc1-n1nnnc1SC1CCOC1=O (stereo not drawn) | 26 | 4 | -0.9 | 27 | 93 | 13 | 0.0 | 2.8 | 2 | 2
Cc1onc(-c2c(Cl)cccc2Cl)c1NC(=O)NC1CCSC1 (stereo not drawn) | 1 | 1 | -0.2 | 9 | 98 | 0 | 0.0 | -0.4 | -6 | 2
CC(NS(=O)(=O)c1cccc(Cl)c1)C(=O)N(C)C1CCN(C)CC1 (stereo not drawn) | 7 | -1 | 0.3 | 0 | 94 | -2 | 0.2 | 1.1 | 2 | -3
COc1ccc(CCNC(=O)CCOc2ccc(C)cc2)cc1OC | -5 | -1 | -3.7 | 3 | 96 | 1 | 0.1 | -0.4 | -3 | 1
O=C(COc1ccccc1)Nc1ccc(CN2CCCCC2)cc1 | 5 | -1 | -0.4 | -4 | 102 | -1 | 2.0 | 0.2 | 5 | -6
COn1c(SC(C)C)nc2ccccc2c1=O | 3 | -1 | -2.5 | 2 | 91 | -3 | -0.2 | -0.8 | 28 | -2
CC(=O)c1ccc(NC(=O)Nc2cccc3ccccc23)cc1 | -2 | 1 | -0.1 | 0 | 93 | 1 | 0.5 | 0.4 | 18 | 1
Cc1nc(SCc2ccc([N+](=O)[O-])cc2)n[nH]1 | 6 | 2 | -1.4 | 2 | 100 | 3 | -0.1 | -0.4 | -5 | -3
COc1ccc(CN(C)C(=O)CNC(=O)c2sc3ccccc3c2Cl)c(OC)c1OC | -6 | -2 | -1.3 | -2 | 94 | 8 | 0.0 | 0.5 | -3 | 1
O=C(NCCCn1ccnc1)C(=O)NCC(c1ccco1)N1CCN(c2ccccc2)CC1 (stereo not drawn) | 24 | 0 | 0.5 | 0 | 102 | 13 | 0.0 | -0.2 | 0 | 1
COc1ccc(S(=O)(=O)/C(C#N)=C/Nc2ccccc2F)cc1 | -8 | 1 | -0.9 | 2 | 96 | -5 | 0.0 | 0.1 | 0 | -1
CC1COc2ccccc2N1C(=O)c1cccnc1Cl (stereo not drawn) | 6 | 0 | -2.4 | 0 | 95 | 4 | -0.2 | -0.5 | 2 | -1
CC1C/C(=N\Nc2ccc(S(N)(=O)=O)cc2[N+](=O)[O-])CC(C)(C)C1 (stereo not drawn) | -6 | -7 | 6.0 | -4 | 98 | 14 | 0.1 | 4.7 | -2 | -5
CN(CC(=O)O)Cc1nc2ccccc2[nH]1 | 2 | -1 | 1.5 | 8 | 100 | 0 | -0.3 | 0.3 | -1 | 7
CC(=O)c1cccc(NC(=O)CSc2nc(=O)n(Cc3ccccn3)c3c2CCC3)c1 | 22 | -3 | -1.2 | 18 | 93 | 2 | -0.2 | 0.4 | 0 | 5
O=C(O)C1CCN(C(=O)c2csc(-c3ccc4c(c3)CCO4)n2)CC1 | -4 | -1 | 0.1 | 3 | 96 | 2 | 0.0 | 0.4 | -5 | -3
CCOC(=O)Cc1nnc(NC(=O)c2ccco2)s1 | 5 | 0 | -1.3 | 4 | 98 | -2 | 0.0 | 1.0 | 2 | -6
COc1ccc(NC(=O)NC2CCCc3ccccc32)cc1OC (stereo not drawn) | -4 | 1 | -3.0 | 0 | 106 | 4 | -0.2 | -0.4 | -2 | -13
O=C(NCCc1ccccc1)C1CCC(=O)N1CCc1ccccc1 (stereo not drawn) | 5 | 2 | -2.0 | 6 | 96 | 0 | -0.1 | -0.6 | -6 | 3
CCOP(=O)(OCC)c1nc(-c2cccc3ccccc23)oc1NCc1ccc(OC)cc1 | -2 | -4 | -1.8 | 0 | 97 | 1 | 0.1 | 1.1 | 6 | 1
O=C(c1ccc2c(c1)OCO2)N1CCCC(c2ccccc2)C1 (stereo not drawn) | 2 | -1 | -0.3 | -2 | 96 | 2 | 0.0 | -0.2 | -6 | 3
COc1ccc(NC(=O)c2cccc(OC(F)F)c2)cc1Cl | -12 | 0 | 3.7 | 4 | 97 | 3 | 0.5 | -0.9 | 0 | 10
CCCCN1C(=O)C(CC(=O)NCc2ccco2)CC(C(=O)N2CCCCCC2)=C1C (stereo not drawn) | nt | nt | nt | nt | 102 | 4 | -0.2 | 0.9 | -21 | 5
O=C(CNC(=O)c1ccc(Br)cc1)N/N=C/c1cccnc1 | 2 | 2 | -2.9 | 0 | 103 | 4 | -0.3 | 2.4 | -5 | -3
O=C(c1ccc(C(F)(F)F)cc1)N1CCC(=O)N(C(COCc2ccccc2)Cc2ccccc2)CC1 (stereo not drawn) | 1 | -3 | 1.0 | 5 | 95 | 4 | 0.3 | -2.7 | -2 | 4
CN(C)c1nc(NCc2ccccc2)nc(SCC(=O)Nc2ccccc2)n1 | -12 | -6 | 0.7 | -9 | 103 | -4 | 0.8 | -0.4 | 0 | -3
COC(=O)C1(C)Nc2ccccc2C(=O)N1c1ccccc1OC (stereo not drawn) | 18 | 0 | -1.5 | 3 | 99 | 3 | -0.2 | 1.1 | 0 | 1
Cc1cc(C)n2nc(C(=O)OCC(=O)Nc3ccc4c(c3)OCO4)nc2n1 | 4 | 0 | 0.0 | -1 | 90 | 2 | 0.3 | -4.5 | -1 | -3

Full records, quoted from the list.
O=C(CNC(=O)c1ccc(Br)cc1)N/N=C/c1cccnc1 as listed: Cardio protect: 2; N-glyco inh: 2; MC4R ag barr: -2.9; MC4R antagonist: 0; ABCB6 inh 2: 103; m5-HT2A agonist: 4; aDG glyco act: -0.3; iPSC survival up: 2.4; Exocytosis inh: -5; ABHD5-PLIN5 inh: -3
CC(=O)c1ccc(NC(=O)Nc2cccc3ccccc23)cc1 as listed: Cardio protect: -2; N-glyco inh: 1; MC4R ag barr: -0.1; MC4R antagonist: 0; ABCB6 inh 2: 93; m5-HT2A agonist: 1; aDG glyco act: 0.5; iPSC survival up: 0.4; Exocytosis inh: 18; ABHD5-PLIN5 inh: 1
COc1ccc(NC(=O)NC2CCCc3ccccc32)cc1OC (stereo not drawn) as listed: Cardio protect: -4; N-glyco inh: 1; MC4R ag barr: -3.0; MC4R antagonist: 0; ABCB6 inh 2: 106; m5-HT2A agonist: 4; aDG glyco act: -0.2; iPSC survival up: -0.4; Exocytosis inh: -2; ABHD5-PLIN5 inh: -13
